T cruzi intra: inhibitors of intracellular Trypanosoma cruzi; intracellular Trypanosoma cruzi in host cells, plate reader; activity score (inhibition), % at 5.01 µM; 22,000 tested, 4.9% active; AID 651903; in the data active = activity score above about 55%; inconclusive = no clear call, values can overlap the other calls;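 also: parasites and compound incubated about four days before reading; 0% = median of neutral control wells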
INS-1E rescue: preserves ATP levels in cytokine-treated INS-1E cells. INS-1E cytokine-induced death, ATP luminescence, 48 h; normalised: neutral wells 0, positive control 100. protection from cytokine-induced ATP loss, % at 10 µM. 20,000 tested, 0.1% active;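 active = mean replicate protection from cytokine-induced ATP loss at least 50% and at least 75% of replicates each reaching 50%; inconclusive = meets only one of the two criteria, mean or replicate share; inactive = fails both the mean and replicate share criteria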
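Assay system: INS-1E rat insulinoma cells. Amount: 8000 cells per well. Medium: phenol-red-free RPMI with 5% fetal bovine serum. Reagent: IL-1β, TNF-α and IFN-γ cytokine mix. Doses: one compound concentration, pin transfer. Schedule: 48 h co-treatment, 10 min post-lysis read. Detection: CellTiter-Glo luminescence measuring cellular ATP.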
Active calls of the source: *; ? = inconclusive; . = not tested or not shown. Only part of the results is shown; the hit share may differ from the screen's.

SMILES | T cruzi intra | INS-1E rescue
Cc1noc(C)c1S(=O)(=O)Nc1ccc2c(c1)CC(=O)N([C@H](C)CO)C[C@H](C)[C@H](CN(C)CC1CC1)O2 | 12 | 5
C[C@@H]1CN([C@@H](C)CO)C(=O)c2cc(NC(=O)Nc3cccc4ccccc34)ccc2O[C@H]1CN(C)Cc1ccc(Cl)c(Cl)c1 | 43 | -35
C[C@H](CO)N1C[C@H](C)[C@H](CN(C)Cc2ccc3c(c2)OCO3)Oc2ccc(NC(=O)NC3CCCCC3)cc2C1=O | 56* | .
Cc1ccc(S(=O)(=O)N(C)C[C@H]2Oc3ccc(NC(=O)Nc4cccc5ccccc45)cc3C(=O)N([C@H](C)CO)C[C@H]2C)cc1 | 48 | -7
C[C@@H]1CN([C@H](C)CO)C(=O)Cc2cc(NS(=O)(=O)c3cccs3)ccc2O[C@H]1CN(C)S(C)(=O)=O | -9 | 1
C[C@@H]1CN([C@H](C)CO)C(=O)Cc2cc(NC(=O)Cn3cnnn3)ccc2O[C@H]1CN(C)S(=O)(=O)c1ccccc1 | -9 | -2
COc1ccc(NC(=O)N(C)C[C@H]2Oc3ccc(NC(=O)Nc4c(C)noc4C)cc3C(=O)N([C@H](C)CO)C[C@H]2C)cc1 | 10 | .
C[C@@H]1CN([C@@H](C)CO)C(=O)Cc2cc(NC(=O)Nc3ccccc3)ccc2O[C@@H]1CN(C)CC1CC1 | -4 | 1
C[C@H](CO)N1C[C@H](C)[C@@H](CN(C)Cc2ccc(C(=O)O)cc2)Oc2c(cccc2N(C)C)C1=O | 1 | 8
C[C@H]1CN([C@@H](C)CO)C(=O)c2cccc(NC(=O)c3nc4ccccc4s3)c2O[C@H]1CN(C)CC1CCCCC1 | 51 | -14
C[C@H](CO)N1C[C@H](C)[C@H](CN(C)Cc2ccc(C(F)(F)F)cc2)Oc2ccc(NC(=O)CCN3CCOCC3)cc2CC1=O | 18 | 7
C[C@H]1CN([C@@H](C)CO)C(=O)c2cc(NC(=O)C3CC3)ccc2O[C@H]1CN(C)Cc1ccncc1 | 7 | .
CC(C)NC(=O)N(C)C[C@@H]1Oc2c(NC(=O)c3ccc(-c4nccs4)cc3)cccc2C(=O)N([C@H](C)CO)C[C@H]1C | -9 | 14
C[C@H]1CN([C@@H](C)CO)C(=O)Cc2cc(NC(=O)Nc3ccc(F)cc3)ccc2O[C@@H]1CN(C)Cc1ccc(-c2ccccc2)cc1 | 37 | -11
C[C@@H]1CN([C@@H](C)CO)C(=O)c2cccc(NC(=O)C3CCCCC3)c2O[C@@H]1CN(C)C(=O)Nc1cccc2ccccc12 | 1 | 7
C[C@@H]1CN([C@@H](C)CO)C(=O)c2cc(NC(=O)Cn3cnnn3)ccc2O[C@H]1CN(C)Cc1ccc(-c2ccccc2)cc1 | -30 | 2
COc1ccc(S(=O)(=O)N(C)C[C@H]2Oc3ccc(NC(=O)Nc4ccc(C(F)(F)F)cc4)cc3C(=O)N([C@H](C)CO)C[C@@H]2C)cc1 | 9 | -12
C[C@H](CO)N1C[C@H](C)[C@@H](CN(C)C)Oc2ccc(NC(=O)Nc3ccccc3)cc2C1=O | -11 | 2
COc1ccc(S(=O)(=O)Nc2ccc3c(c2)C(=O)N([C@H](C)CO)C[C@H](C)[C@@H](CN(C)C(=O)CCCN(C)C)OCCCC[C@@H](C)O3)cc1 | -5 | 0
C[C@H](CO)N1C[C@H](C)[C@@H](CN(C)C(=O)Nc2ccc(C(F)(F)F)cc2)Oc2c(NS(=O)(=O)c3ccc(Cl)cc3)cccc2C1=O | ? | 4
Cc1ccc(S(=O)(=O)Nc2ccc3c(c2)C(=O)N([C@@H](C)CO)C[C@H](C)[C@@H](CN(C)C(=O)Nc2ccc(F)cc2)O3)cc1 | -7 | -6
C[C@@H]1CN([C@@H](C)CO)C(=O)c2cc(NC(=O)Cc3cn(C)c4ccccc34)ccc2O[C@@H]1CN(C)Cc1ccc(C(F)(F)F)cc1 | 38 | -22
C[C@H]1CN([C@@H](C)CO)C(=O)c2cc(NS(=O)(=O)c3cccs3)ccc2O[C@@H]1CN(C)Cc1ccc(C(=O)O)cc1 | -13 | 5
COc1ccc(NC(=O)N(C)C[C@@H]2OCc3cnnn3CCCC(=O)N([C@@H](C)CO)C[C@H]2C)cc1 | -5 | .
C[C@@H]1CCCCO[C@H](CN(C)Cc2ccc(C(F)(F)F)cc2)[C@@H](C)CN([C@H](C)CO)C(=O)c2cc(NS(=O)(=O)c3ccc(Cl)cc3)ccc2O1 | 69* | -31
C[C@@H]1CCCCO[C@H](CN(C)C(=O)CCC(F)(F)F)[C@@H](C)CN([C@H](C)CO)C(=O)c2cc(NS(=O)(=O)c3ccc(Cl)cc3)ccc2O1 | 20 | 2
COc1ccc(-c2cnc3c(c2)C(=O)N([C@H](C)CO)C[C@H](C)[C@H](CN(C)C(=O)NC2CCCCC2)O3)cc1 | -26 | .
C[C@H](CO)N1C[C@H](C)[C@@H](CN(C)Cc2ccc(C(F)(F)F)cc2)Oc2ccc(NC(=O)C3CC3)cc2C1=O | 8 | -3
C[C@H](CO)N1C[C@H](C)[C@H](CN(C)Cc2ccc3c(c2)OCO3)Oc2ccc(NC(=O)Nc3ccc(F)cc3)cc2C1=O | 28 | -18
COc1ccc(S(=O)(=O)N(C)C[C@@H]2Oc3c(NS(=O)(=O)c4ccccc4)cccc3C(=O)N([C@H](C)CO)C[C@H]2C)cc1 | 14 | 4
CC(C)NC(=O)N(C)C[C@H]1Oc2ccc(N(C)C)cc2C(=O)N([C@H](C)CO)C[C@H]1C | -7 | 5
C[C@H](CO)N1C[C@H](C)[C@H](CN(C)S(=O)(=O)c2ccc(Cl)cc2)Oc2ccc(NS(C)(=O)=O)cc2C1=O | -2 | 1
Cc1noc(C)c1S(=O)(=O)Nc1ccc2c(c1)CC(=O)N([C@@H](C)CO)C[C@@H](C)[C@@H](CN(C)C(=O)NC1CCCCC1)O2 | -1 | 4
C[C@H]1CN([C@@H](C)CO)C(=O)c2cc(NC(=O)Cc3ccccc3)ccc2O[C@@H]1CN(C)S(C)(=O)=O | -17 | 3
Cc1ccc(S(=O)(=O)Nc2ccc3c(c2)C(=O)N([C@H](C)CO)C[C@H](C)[C@@H](CN(C)CC2CC2)O3)cc1 | -9 | 2
C[C@@H]1CCCCO[C@@H](CN(C)C(=O)Nc2ccccc2)[C@@H](C)CN([C@H](C)CO)C(=O)c2cc(NC(=O)c3ccncc3)ccc2O1 | -9 | 13
C[C@@H]1CCCCO[C@@H](CN(C)C(=O)Nc2ccc(F)cc2)[C@@H](C)CN([C@H](C)CO)C(=O)c2cc(NC(=O)NC3CCCCC3)ccc2O1 | -1 | 2
C[C@@H]1CCCCO[C@H](CN(C)C(=O)Nc2ccc3c(c2)OCO3)[C@@H](C)CN([C@H](C)CO)C(=O)c2cc(N(C)C)ccc2O1 | 12 | 8
CC(C)NC(=O)N(C)C[C@@H]1Oc2ncc(-c3ccc(F)cc3)cc2C(=O)N([C@H](C)CO)C[C@@H]1C | 1 | .
COc1ccc(CN(C)C[C@H]2Oc3ccc(NS(=O)(=O)c4ccccc4)cc3C(=O)N([C@@H](C)CO)C[C@@H]2C)cc1 | 51 | .
Cc1ccc(S(=O)(=O)N(C)C[C@@H]2Oc3c(NC(=O)CCCCCC(=O)Nc4ccccc4N)cccc3C(=O)N([C@@H](C)CO)C[C@H]2C)cc1 | 31 | -7
C[C@@H]1CN([C@H](C)CO)C(=O)c2cc(NC(=O)Nc3ccccc3)ccc2O[C@H]1CN(C)CC1CCCCC1 | -22 | -15
Cc1noc(C)c1S(=O)(=O)N(C)C[C@@H]1Oc2ccc(NS(=O)(=O)c3cccs3)cc2C(=O)N([C@H](C)CO)C[C@@H]1C | -6 | -3
C[C@@H]1CN([C@@H](C)CO)C(=O)c2cc(NS(=O)(=O)c3cn(C)cn3)ccc2O[C@H]1CN(C)S(=O)(=O)c1cccs1 | -11 | .
C[C@@H]1CN([C@@H](C)CO)C(=O)c2cccc(NS(=O)(=O)c3ccc(Cl)cc3)c2O[C@@H]1CN(C)Cc1ccc(Cl)c(Cl)c1 | 28 | -10
CC(C)NC(=O)Nc1ccc2c(c1)C(=O)N([C@H](C)CO)C[C@H](C)[C@@H](CN(C)C(=O)Nc1ccc3c(c1)OCO3)OCCCC[C@@H](C)O2 | -21 | 15
COc1ccc(CN(C)C[C@H]2Oc3ccc(NC(=O)Nc4ccc(OC)cc4)cc3C(=O)N([C@@H](C)CO)C[C@H]2C)cc1 | -4 | -2
C[C@@H]1CN([C@@H](C)CO)C(=O)c2cc(NC(=O)CCN3CCOCC3)ccc2O[C@@H]1CN(C)Cc1ccc(Oc2ccccc2)cc1 | 2 | -7
CC(C)NC(=O)Nc1cccc2c1O[C@@H](CN(C)Cc1ccc(Oc3ccccc3)cc1)[C@H](C)CN([C@H](C)CO)C2=O | 57* | -7
CC(C)NC(=O)N(C)C[C@@H]1Oc2ccc(NC(=O)NC3CCCCC3)cc2C(=O)N([C@@H](C)CO)C[C@@H]1C | -1 | .

Compound profiles, from the list above. Screens in order: T cruzi intra, INS-1E rescue
COc1ccc(S(=O)(=O)N(C)C[C@H]2Oc3ccc(NC(=O)Nc4ccc(C(F)(F)F)cc4)cc3C(=O)N([C@H](C)CO)C[C@@H]2C)cc1 as listed: 9, -12
CC(C)NC(=O)Nc1ccc2c(c1)C(=O)N([C@H](C)CO)C[C@H](C)[C@@H](CN(C)C(=O)Nc1ccc3c(c1)OCO3)OCCCC[C@@H](C)O2 as listed: -21, 15
Cc1ccc(S(=O)(=O)N(C)C[C@H]2Oc3ccc(NC(=O)Nc4cccc5ccccc45)cc3C(=O)N([C@H](C)CO)C[C@H]2C)cc1 as listed: 48, -7

Not a retest: five of the compounds above.
SMILES | T cruzi intra | INS-1E rescue
CC(C)NC(=O)Nc1ccc2c(c1)C(=O)N([C@H](C)CO)C[C@H](C)[C@@H](CN(C)C(=O)Nc1ccc3c(c1)OCO3)OCCCC[C@@H](C)O2 | -21 | 15
COc1ccc(CN(C)C[C@H]2Oc3ccc(NC(=O)Nc4ccc(OC)cc4)cc3C(=O)N([C@@H](C)CO)C[C@H]2C)cc1 | -4 | -2
C[C@@H]1CN([C@@H](C)CO)C(=O)c2cc(NC(=O)CCN3CCOCC3)ccc2O[C@@H]1CN(C)Cc1ccc(Oc2ccccc2)cc1 | 2 | -7
CC(C)NC(=O)Nc1cccc2c1O[C@@H](CN(C)Cc1ccc(Oc3ccccc3)cc1)[C@H](C)CN([C@H](C)CO)C2=O | 57* | -7
CC(C)NC(=O)N(C)C[C@@H]1Oc2ccc(NC(=O)NC3CCCCC3)cc2C(=O)N([C@@H](C)CO)C[C@@H]1C | -1 | .

(cont.)
SMILES | T cruzi intra | INS-1E rescue
C[C@H](CO)N1C[C@H](C)[C@H](CN(C)Cc2ccc(C(=O)O)cc2)Oc2ccc(NS(=O)(=O)c3ccc(Cl)cc3)cc2C1=O | 0 | .
C[C@H](CO)N1C[C@H](C)[C@@H](CN(C)C(=O)Nc2ccc3c(c2)OCO3)Oc2ccc(NC(=O)Nc3ccccc3)cc2C1=O | 2 | 1
CC(C)NC(=O)N(C)C[C@@H]1Oc2c(NC(=O)NC3CCCCC3)cccc2C(=O)N([C@@H](C)CO)C[C@@H]1C | -23 | 8
C[C@@H]1CN([C@H](C)CO)C(=O)c2cccc(NS(=O)(=O)c3ccc(Cl)cc3)c2O[C@H]1CN(C)C(=O)Nc1ccccc1 | -4 | 7
C[C@H](CO)N1C[C@H](C)[C@H](CN(C)Cc2ccc(Cl)c(Cl)c2)Oc2ccc(NC(=O)C3CC3)cc2C1=O | 5 | -9
C[C@@H]1CCCCO[C@H](CN(C)Cc2ccc(C(=O)O)cc2)[C@@H](C)CN([C@H](C)CO)C(=O)c2cc(NC(=O)Nc3ccc(F)cc3)ccc2O1 | -6 | 1
C[C@H]1CN([C@@H](C)CO)C(=O)CCCn2cc(nn2)CO[C@H]1CN(C)C | -34 | .
Cc1noc(C)c1NC(=O)Nc1ccc2c(c1)C(=O)N([C@@H](C)CO)C[C@H](C)[C@@H](CN(C)S(=O)(=O)c1cn(C)cn1)O2 | -9 | -2
Cc1noc(C)c1S(=O)(=O)N(C)C[C@@H]1Oc2ccc(NC(=O)C3CC3)cc2CC(=O)N([C@H](C)CO)C[C@@H]1C | -10 | 1
C[C@@H]1CN([C@H](C)CO)C(=O)c2cc(NC(=O)c3ccncc3)ccc2O[C@@H]1CN(C)C(=O)NC1CCCCC1 | -9 | .
COC(=O)CCCCCCC(=O)N/N=C/c1ccc(Sc2nnc(C)n2C)o1 | 2 | -2
Cc1ccc(S(=O)(=O)Nc2ccc3c(c2)CC(=O)N([C@@H](C)CO)C[C@@H](C)[C@@H](CN(C)CC2CC2)O3)cc1 | -1 | 2
CC(C)NC(=O)Nc1ccc2c(c1)C(=O)N([C@H](C)CO)C[C@H](C)[C@H](CN(C)S(=O)(=O)c1ccc(Cl)cc1)OCCCC[C@@H](C)O2 | 19 | 11
C[C@@H]1CN([C@H](C)CO)C(=O)Cc2cc(NC(=O)Cn3cnnn3)ccc2O[C@@H]1CN(C)Cc1ccc(C(F)(F)F)cc1 | 1 | -5
CCCC(O)C#Cc1cnc2c(c1)C(=O)N([C@H](C)CO)C[C@H](C)[C@H](CN(C)S(=O)(=O)c1cccc(F)c1)O2 (some centres undefined) | 24 | .
Cc1noc(C)c1NC(=O)N(C)C[C@@H]1Oc2ccc(NC(=O)C3CCCCC3)cc2CC(=O)N([C@H](C)CO)C[C@H]1C | -22 | 5
Cc1ccc(S(=O)(=O)N(C)C[C@@H]2Oc3ccc(NC(=O)Nc4ccc5c(c4)OCO5)cc3C(=O)N([C@@H](C)CO)C[C@H]2C)cc1 | 13 | .
C[C@@H]1CN([C@@H](C)CO)C(=O)c2cc(NC(=O)C3CC3)ccc2O[C@H]1CN(C)Cc1ccncc1 | 7 | 15

Bioassay records: PubChem, Broad Institute
